Screens (PubChem BioAssay)
TRPV1 agonist: agonists of human vanilloid receptor 1 (TRPV1); AID 540275; TRPV1-expressing cells, Fluo-8 calcium influx, agonist mode; 0.19% of 320,000 active; Q8NER1; activation, % at 8.33 µM; in the data active means activation above about 80%; inconclusive means between about 30% and that limit; further: 0% is about no effect
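TRPV1-expressing cells were cultured overnight at 35.5C and loaded with Fluo-8 calcium dye for 40 to 90 min at room temperature. After a 10 s baseline, compound was added and calcium influx was read kinetically for 3 min (ex 480/em 520 nm).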
p53 reactivation: restores transcriptional activity of mutant p53 | Potency, µM (highest dose often 92.2 µM), for inactives: top-dose activity change, positive = activation, most hits filed as activators | 0.063% of 320,000 active | AID 504706 | H1299 p53-A138V BP100-luciferase reporter, luminescence, 24 h; further: potency means the concentration at half of the fitted maximal effect; % of control where 0% means no effect; nearly all actives have a fitted effect of over 45% in size
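H1299 (p53-null), stable ts p53-A138V + BP100-Luc; 1000 cells/well, Opti-MEM/10% FBS; cpd 4 pt, 1:5; 24 h, 37 deg C, 5% CO2; detection reagent 10 min RT; luminescence.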
NPC1 prom act: activates the NPC1 promoter | AID 485313 | Huh7 NPC1 promoter luciferase reporter, 24 h | 2.4% of 320,000 active | Potency, µM (titrated, usually from 9.22 µM), for the others: at the highest dose activation, hits mostly activators;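 further: potency means the concentration at half of the fitted maximal effect; % of control where 0% means no effect; nearly all actives have a fitted effect of over 60% in size; reporter is driven by a mutant NPC1 promoter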
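Huh7 cells stably carrying NPC1 promoter–luciferase, plated in Opti-MEM with 10% FBS for 2 h, were exposed to compound in DMSO for 24 h at 37 °C; luciferase reagent was added for 10 min and luminescence read.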
Rab9 prom act: activators of Rab9 promoter; 2.8% of 320,000 active; Huh7 Rab9 promoter-luciferase reporter, luminescence, 24 h; Potency, µM (series often up to 9.22 µM), for the others: at the highest dose activation, negative = inhibition, hits mostly activators; AID 485297; further: potency means the concentration at half of the fitted maximal effect; % of control where 0% means no effect; nearly all actives have a fitted effect of over 60% in size
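Stable Rab9-luc Huh7, 1500 cells/well, 2 h settle; cmpd in DMSO, 24 h, 37 °C/5% CO2; luciferase reagent 10 min RT; luminescence.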
Tb PFK inh: T. brucei PFK enzyme inhibition; Potency, µM (series often up to 57.5 µM), inactives show at the highest dose activity, negative = inhibition, usual class: inhibitors; 0.17% of 330,000 active; T. brucei PFK, ADP-Glo luminescence; AID 485367; O15648;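 further: potency means the concentration at half of the fitted maximal effect; 0% = uninhibited 1x PFK enzyme wells and -100% = no-enzyme wells; nearly all actives have a fitted effect of over 60% in size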
Target sequence (O15648 whole entry, looked up): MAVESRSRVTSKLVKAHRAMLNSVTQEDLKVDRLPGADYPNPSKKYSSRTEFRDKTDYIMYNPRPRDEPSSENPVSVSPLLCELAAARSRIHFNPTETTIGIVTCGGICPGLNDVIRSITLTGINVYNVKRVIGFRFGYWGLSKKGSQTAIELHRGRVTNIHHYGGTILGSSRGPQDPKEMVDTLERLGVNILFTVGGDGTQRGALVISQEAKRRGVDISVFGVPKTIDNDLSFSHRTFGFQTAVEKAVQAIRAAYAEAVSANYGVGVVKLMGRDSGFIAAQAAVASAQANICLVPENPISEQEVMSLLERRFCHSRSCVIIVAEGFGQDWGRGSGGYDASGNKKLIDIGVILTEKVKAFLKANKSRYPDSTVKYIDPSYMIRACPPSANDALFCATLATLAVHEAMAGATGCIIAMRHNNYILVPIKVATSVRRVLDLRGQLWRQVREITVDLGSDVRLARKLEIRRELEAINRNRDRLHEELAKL
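In TEA buffer at pH 8.0 with 5 mM MgCl2, enzyme (1.25 nM) converted F6P (0.5 mM) and ATP (0.1 mM) for 45 min at room temperature. ADP product was read by luciferase luminescence.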
RORg inh: ROR gamma (mouse) transcription inhibition | P51450 | Drosophila S2 Gal4-RORgamma UAS-luciferase reporter, 20 h | Potency, µM (doses to about 53.6 µM), inactives show top-dose activity change, negative = inhibition, hits mostly inhibitors | 5.4% of 310,000 active | AID 2551; further: potency means the concentration at half of the fitted maximal effect; on the % scale 0 is the no-effect control and ±100 the full control effect; nearly all actives have a fitted effect of over 60% in size
Target sequence (P51450 whole entry, looked up, the tested form may be a part): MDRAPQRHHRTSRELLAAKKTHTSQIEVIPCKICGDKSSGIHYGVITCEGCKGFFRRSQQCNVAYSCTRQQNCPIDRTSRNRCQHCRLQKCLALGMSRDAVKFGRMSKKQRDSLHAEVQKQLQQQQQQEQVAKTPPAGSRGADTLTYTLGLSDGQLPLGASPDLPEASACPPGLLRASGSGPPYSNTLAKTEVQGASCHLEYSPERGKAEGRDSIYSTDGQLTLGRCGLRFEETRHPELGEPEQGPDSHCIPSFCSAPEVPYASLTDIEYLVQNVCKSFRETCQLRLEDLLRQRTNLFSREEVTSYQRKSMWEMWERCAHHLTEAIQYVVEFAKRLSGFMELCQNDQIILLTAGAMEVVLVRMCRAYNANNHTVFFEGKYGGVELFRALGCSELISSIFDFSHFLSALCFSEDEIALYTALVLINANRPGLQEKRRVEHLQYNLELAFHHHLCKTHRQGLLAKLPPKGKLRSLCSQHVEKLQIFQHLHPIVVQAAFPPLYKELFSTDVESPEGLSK
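Drosophila Schneider cells stably carrying a metallothionein-driven Gal4 DBD–ROR gamma fusion and a UAS-Photinus luciferase reporter were exposed to compound for 1 hr, then induced with copper sulfate (700 uM final) for 20 hr at ambient temperature before luminescence reading.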
ELG1 genotox: genotoxicity induction in ELG1-luciferase HEK293T cells; Potency, µM (titrated, usually from 46 µM), for the others: top-dose activity change, positive = activation, usual class: activators; 1.3% of 330,000 active; HEK293T ELG1-luciferase reporter, luminescence, 16 h; AID 504466; further: potency means the concentration at half of the fitted maximal effect; % of control where 0% means no effect; nearly all actives have a fitted effect of over 60% in size
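Step 1: seed 2,000 HEK293T ELG1-luciferase cells per well. Step 2: add compound or DMSO, incubate 16 hr at 37 °C. Step 3: ONE-Glo, 30 min at room temperature, read luminescence.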
ELG1 repair inh: ELG1-dependent DNA repair inhibition. HEK293T ELG1-luciferase reporter, luminescence, 16 h; DNA damage induced by 5-fluorouridine. Potency, µM (highest dose often 46.1 µM), inactives show at the top dose activity change, negative = inhibition, hits mostly inhibitors. 2.3% of 330,000 active; further: potency means the concentration at half of the fitted maximal effect; on the % scale 0 is the no-effect control and ±100 the full control effect; nearly all actives have a fitted effect of over 55% in size
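Overnight (16 hr) co-exposure of 2,000 cells/well to 5-fluorouridine and compound at 37 °C preceded detection. Luciferase was quantified via ONE-Glo luminescence; loss of signal denotes inhibition.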
FLuc counter: counter-screen for miR-21 project: firefly luciferase inhibitors or activators; P08659; purified FLuc, Km substrates, luminescence inhibition; Potency, µM (series often up to 57.5 µM), for inactives: top-dose activity change, negative = inhibition, usual class: inhibitors; 6.9% of 360,000 active; AID 588342;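 further: potency means the concentration at half of the fitted maximal effect; plate controls were vehicle for no effect and reference inhibitor for full effect; nearly all actives have a fitted effect of over 55% in size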
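Biochemical qHTS of compounds, final roughly 60 µM downward over six points, against 10 nM purified firefly luciferase using Km concentrations of substrates (10 uM D-luciferin, 10 uM ATP) in Tris acetate pH 7.5 buffer; luminescence output.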
BRCA1 expr up: activators of BRCA1 expression. 1.1% of 380,000 active. Potency, µM (top dose mostly 46.1 µM), for the others: at the top dose activation, usual class: activators. MCF7-BRCA1-FFLuc reporter, luminescence, 48 h; response scale: scaled: vehicle 0%, 10 µM genistein 100%; further: potency means the concentration at half of the fitted maximal effect; nearly all actives have a fitted effect of over 80% in size; some results filed as inactive show a strong effect at the top dose
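Cells: MCF7-BRCA1-FFLuc, 2000/well. Exposure: 48 h, 37 °C, 5% CO2. Read: luminescence, 15 min post-substrate. Controls: genistein 10 microM (maximal activation), DMSO (neutral).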
VP16 counter: inhibits Gal4-VP16 luciferase reporter, ROR gamma counter-screen. AID 2546. Potency, µM (series often up to 53.6 µM), for the others: top-dose activity, negative = inhibition, usual class: inhibitors. Drosophila S2 Gal4-VP16 UAS-luciferase, luminescence, 20 h. 3.5% of 310,000 active;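 further: Gal4-VP16 expression switched on by copper sulfate through the metallothionein promoter; potency means the concentration at half of the fitted maximal effect; on the % scale 0 is the no-effect control and ±100 the full control effect; nearly all actives have a fitted effect of over 50% in size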
* = called active by the depositor; u = inconclusive; x = no result given; [ ] = another dose, or the depositor's remark. Unless noted, the call rests on the fitted dose curve; in most records, active means well fitted curve in the direction sought with a large enough effect; inconclusive means small, poorly fitted or top-dose-only effect, or another doubt; inactive means no such curve, though single readings can be large; an effect the other way counts as inactive or inconclusive.

compound,TRPV1 agonist,p53 reactivation,NPC1 prom act,Rab9 prom act,Tb PFK inh,RORg inh,ELG1 genotox,ELG1 repair inh,FLuc counter,BRCA1 expr up,VP16 counter
CC[N+]1(CC)CC2=Cc3c(ccc4ccccc34)CC2C1 (stereo not given),-2,-4%,-8%,-7%,-3%,-6%,-1%,7%,1%,-12%,-3%
CCN(C(=O)COc1ncnc2sccc12)c1ccccc1,-3,2%,8%,3%,-3%,13%,3%,19%,-2%,29%,6%
CC(=O)c1ccc(OCC(O)CN2CCN(S(=O)(=O)c3cccc(Br)c3)CC2)cc1 (stereo not given),21,-1%,2%,-2%,-1%,2%,0%,u,0%,5%,-6%
O=C(NC(Cc1ccccc1)C(=O)O)OCc1ccccc1 (stereo not given),-1,3%,3%,0%,-2%,0%,2%,-2%,-1%,0%,9%
Cc1cc(N=Cc2cc(Br)ccc2O)no1,2,2%,4%,1%,-2%,-22%,0%,1%,3%,1%,-3%
N#C/C(=C\c1ccc(-c2ccc(C(=O)O)cc2)o1)c1nc2ccccc2[nH]1,u,8%,4µM*,2.5µM*,-4%,8%,18%,u,9.5µM*,54%,6%
Cc1ccc(/C=C/C(=O)N2CCN(S(=O)(=O)c3ccc(C)c(C)c3)CC2)o1,-5,5%,0%,0%,u,25%,-8%,-15%,-2%,-29%,u
Cc1cc(C(=O)N/N=C/c2ccc(OCc3ccccc3)cc2)c(C)o1,3,-3%,-1%,7%,-7%,u,-4%,4%,u,72%,-16%
CC(C)NC(=O)C1CCN(C(=O)N(C)C)CC1,-2,-8%,1%,-2%,0%,-32%,-1%,3%,-1%,4%,2%
COc1ccc2c(c1)C1CC(C)(NC(=O)C1S(=O)(=O)c1ccc(F)cc1)O2 (stereo not given),-1,-15%,1%,-2%,0%,u,0%,-2%,-1%,-32%,-12%
CC1CCC(NC(=O)COC(=O)C2=NN(c3ccccc3)C(=O)CC2)CC1 (stereo not given),-2,2%,-3%,2%,0%,x,-2%,-3%,6%,4%,x
CCOC(=O)c1c(NC(=O)CSc2nnc(-c3ccco3)o2)sc(C(C)=O)c1C,4,x,x,x,x,-24%,x,x,1%,-8%,-7%
COc1ccc(/C=C(\NC(=O)c2cccs2)C(=O)NC(C)(C)C)cc1OC,1,-2%,3%,-7%[1.84 µM],2%,-4%,1%,6%,6%,-18%,4%
COc1ccc(-c2cc(C(=O)N3CCCC3)no2)cc1OC,2,24%,u,u,0%,37%,u,u,u,u,u
Cc1cc(NC(=O)CSCC(=O)Nc2nc3ccccc3s2)no1,1,u,-1%,2%,-4%,x,3%,u,-15%,-47%,x
COc1ccc(C(=O)NC(C)c2ccc(-n3ccnc3)cc2)cc1[N+](=O)[O-] (stereo not given),-1,-3%,-1%,-4%,-4%,14%,0%,-19%,1%,-8%,u
CC(C)(C)NC(=O)NC(=O)COC(=O)Cn1cnc2ccccc2c1=O,-3,-4%,-4%,2%,-4%,16%,-8%,u,-2%,-4%,-6%
COc1cc(Br)cc(CNc2ccc(F)c([N+](=O)[O-])c2)c1O,5,-3%,-8%,3%,u,u,-3%,-17%,-7%,-15%,u
Cc1ccc(NC(=S)NCCc2c[nH]c3ccccc23)c(C)c1,u,-4%,0%,-6%,-1%,7.9µM*,0%,u,-1%,-32%,18µM*
COc1ccc(-n2nc(C(=O)NCC(=O)NC3CCCCCC3)c3ccccc3c2=O)cc1OC,1,2%,-3%,8%,-2%,10%,-10%,18µM*,u,-10%,4%
CCN1C(=O)CC(c2ccc(OC(C)C)cc2)C1=O (stereo not given),19,6%,-2%,2%,-3%,17%,0%,9%,-11%,5%,4%
Cn1nc(C(=O)NCC(c2cccs2)N2CCOCC2)c2ccccc2c1=O (stereo not given),x,-11%,x,x,-7%,x,-1%,-24%,x,-22%,x
COc1ccc(-c2noc(N3CCC(C(=O)NCCCN4CCC(C)CC4)CC3)n2)cc1,0,11%,-5%,0%,0%,-10%,-2%,-4%,-16%,-6%,-12%
COc1cc2c(cc1OC)CN(CC(=O)Nc1cccc(C)c1)CC2,7,-12%,-2%,-3%,5%,37%,-2%,-23%,7%,1%,-1%
COc1cc2c(cc1OC)CN(C(=O)CSc1nnc3scc(-c4ccccc4)n13)CC2,0,1%,0%,1%,-4%,u,0%,-26%,2%,1%,14%
S=C(NCCN1CCOCC1)Nc1cccc(Cl)c1,0,-7%,-5%,-3%,-4%,-42%,1%,-11%,5%,19%,1%
O=C(COC(=O)c1ccc(Br)o1)Nc1ccc2c(c1)OCCO2,x,0%,x,x,-4%,x,0%,0%,x,0%,x
COc1cc(Nc2nc3ccccc3n3nnnc23)cc(OC)c1OC,x,u,0%,10%,0%,-1%,-6%,u,u,3%,5%
Cc1ccc(C(=O)Nc2ccc(C(=O)N/N=C/c3cccnc3)cc2)cc1,u,0%,8%,13%,6%,-16%,5%,u,-14%,18%,-18%
Cc1nc(-c2ccc(S(=O)(=O)Nc3cc(S(=O)(=O)N(C)C)ccc3C)s2)cs1,-1,7%,-5%,-2%,-1%,16%,0%,u,-6%,-11%,0%

One compound at a time (already shown). Values in the order: TRPV1 agonist, p53 reactivation, NPC1 prom act, Rab9 prom act, Tb PFK inh, RORg inh, ELG1 genotox, ELG1 repair inh, FLuc counter, BRCA1 expr up, VP16 counter
Shown for COc1cc2c(cc1OC)CN(CC(=O)Nc1cccc(C)c1)CC2 : 7, -12%, -2%, -3%, 5%, 37%, -2%, -23%, 7%, 1%, -1%
Shown for COc1ccc(-c2cc(C(=O)N3CCCC3)no2)cc1OC : 2, 24%, u, u, 0%, 37%, u, u, u, u, u

(more compounds)
compound,TRPV1 agonist,p53 reactivation,NPC1 prom act,Rab9 prom act,Tb PFK inh,RORg inh,ELG1 genotox,ELG1 repair inh,FLuc counter,BRCA1 expr up,VP16 counter
COc1ccc(CNCCNC(=O)c2nonc2N)cc1OC,-4,4%,-3%,-1%,-3%,-16%,0%,u,1%,-15%,5%
O=C(CSc1ccccn1)Nc1nc2ccccc2s1,2,u,22%,21%,0%,15%,u,u,u,55%,17%
CCOCC(=O)Nc1nc2ccccc2s1,10,u,3.2µM*,u,u,u,u,u,24µM*,7.9µM*,u
CCOc1ccc(C2c3[nH]c4ccccc4c3CCN2Cc2cccn2-c2ncccn2)cc1 (stereo not given),0,7%,-2%,-2%,0%,41%,-6%,u,u,-64%,-2%
COc1cc(C(=O)NNC(=S)NC(=O)c2ccc(F)cc2)cc(OC)c1OC,-4,5%,-2%,-3%,-6%,u,0%,u,0%,-33%,u
Cc1cc(C)n(CC(O)COCc2ccccc2)n1 (stereo not given),1,7%,1%,11%,3%,-31%,1%,14%,0%,-1%,6%
CCCCn1c(N)c(N(CCOC)C(=O)c2nn(CC)c(=O)c3ccccc23)c(=O)[nH]c1=O,14,7%,2%,-2%,-12%,x,-12%,23%,1%,-12%,x
CCOC(=O)CNC(=O)CNC(=O)c1ccc(OC(C)C)cc1,2,19%,9%,2%,0%,-1%,12%,u,-17%,52%,1%
O=C(CSc1ncnc2ccccc12)Nc1ccc(N2CCOCC2)cc1,-2,-1%,9%,-2%,0%,-10%,-10%,u,2%,x,2%
Cc1ccc(NC(=O)CSc2ncn(-c3ccccc3)n2)cc1C,u,-5%,-5%,1%,-4%,u,1%,1%,-17%,8%,-5%
COc1cc(C(=O)NC2CCCc3c2cnn3-c2ccccc2F)cc(OC)c1OC (stereo not given),0,-3%,-13%,-21%,0%,-36%,-8%,u,2%,-36%,5µM*
COc1ccc(CCC(=O)NCCS(=O)(=O)N2CCN(c3ccc(OC)cc3)CC2)cc1,0,1%,0%,-3%,2%,7%,-12%,u,0%,-8%,-13%
Cc1noc(C)c1S(=O)(=O)Nc1c(C)n(C)n(-c2ccccc2)c1=O,3,x,x,x,x,-1%,x,x,3%,-21%,-13%
Cc1cc(C)c(N2C(=O)C3C4CC(=O)C(c5ccccc54)C3C2=O)c(C)c1 (stereo not given),22,1%,2%,-4%,-2%,-6%,0%,4%,-2%,-1%,-2%

Rows are unselected; any-hit rate near 15%.
